Screening results deposited in PubChem by National Center for Advancing Translational Sciences (NCATS).
JMJD2E inh: blocks human JMJD2E demethylase activity. JMJD2E catalytic domain, FDH-coupled NADH fluorescence (FDH is formaldehyde dehydrogenase). B2RXH2. Potency, µM (doses to about 57.1 µM), for inactives: at the highest dose activity change, negative = inhibition, actives largely listed as inhibitors. AID 2147. 230,000 tested, 1.6% active; active means well fitted inhibition curve with a large enough effect, not every such curve was filed as active; inconclusive means small, poorly fitted or top-dose-only effect, or another doubt; inactive means no such curve, though single readings can be large or run the other way;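 further: 0% = wells with enzyme and -100% = buffer wells without enzyme; nearly all actives have a fitted effect of over 50% in size; many of its hits are not listed in these tables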
TRb-SRC2 inh: TRbeta-SRC2 interaction inhibition. P10828. 280,000 tested, 0.065% active. Potency, µM (highest dose often 106 µM), inactives show at the top dose activity change, negative = inhibition, usual class: inhibitors. AID 1469. TRbeta-SRC2 peptide binding, fluorescence polarization; receptor liganded with 1 µM T3;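 further: plate controls were bound peptide for no effect and peptide without receptor for full effect; nearly all actives have a fitted effect of over 50% in size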
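Quantitative HTS by FP: 0.6 uM TRb LBD, 20 nM labeled SRC2 20-mer, 1 uM T3, 5% DMSO; 5 hr ambient incubation; % activity per concentration and potencies from concentration series.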
RECQ1 inh: blocks DNA unwinding by human RECQ1; P46063; RECQ1 DNA unwinding, red fluorescence kinetic read; Potency, µM (top dose mostly 57.3 µM), for the others: top-dose activity, negative = inhibition, usual class: inhibitors; 240,000 tested, 0.54% active; AID 2549;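 further: plate controls were vehicle for no effect and no enzyme for full effect; nearly all actives have a fitted effect of over 30% in size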
Target sequence (P46063 whole entry, looked up): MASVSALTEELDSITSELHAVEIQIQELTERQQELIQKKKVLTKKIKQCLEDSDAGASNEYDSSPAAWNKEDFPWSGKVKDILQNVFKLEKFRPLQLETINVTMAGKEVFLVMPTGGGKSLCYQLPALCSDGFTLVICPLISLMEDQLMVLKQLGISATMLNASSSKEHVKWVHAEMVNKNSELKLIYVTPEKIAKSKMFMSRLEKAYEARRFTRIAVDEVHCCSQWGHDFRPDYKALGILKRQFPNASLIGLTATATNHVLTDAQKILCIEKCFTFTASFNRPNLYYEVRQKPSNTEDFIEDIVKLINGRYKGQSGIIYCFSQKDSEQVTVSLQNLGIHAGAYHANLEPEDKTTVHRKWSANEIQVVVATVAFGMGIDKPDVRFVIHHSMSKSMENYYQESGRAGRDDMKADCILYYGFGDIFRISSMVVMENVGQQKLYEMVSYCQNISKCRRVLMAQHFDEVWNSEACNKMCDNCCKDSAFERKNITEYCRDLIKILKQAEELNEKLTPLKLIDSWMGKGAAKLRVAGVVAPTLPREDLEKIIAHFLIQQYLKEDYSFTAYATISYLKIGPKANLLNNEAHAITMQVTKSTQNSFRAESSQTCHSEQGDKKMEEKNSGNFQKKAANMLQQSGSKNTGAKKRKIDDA
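RECQ1T1 50 nM; forked duplex (20 bp + 30-nt ss tails) 200 nM, ATP 2 mM final; pH 8.0, 2 mM MgCl2, 2.5 ug/ml poly(dI-dC); 15 min compound preincubation; discontinuous kinetic read over 2 h at RT.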
Tau ThT inhib: inhibitors of human tau fibril formation, thioflavin T binding; recombinant tau K18 P301L (four-repeat tau fragment), heparin-induced fibrillization, ThT fluorescence; Potency, µM (doses to about 57.4 µM), inactives show at the top dose activity, negative = inhibition, hits mostly inhibitors; 270,000 tested, 2.1% active; further: nearly all actives have a fitted effect of over 55% in size
Target sequence (P10636 561-689 P618L limits assumed): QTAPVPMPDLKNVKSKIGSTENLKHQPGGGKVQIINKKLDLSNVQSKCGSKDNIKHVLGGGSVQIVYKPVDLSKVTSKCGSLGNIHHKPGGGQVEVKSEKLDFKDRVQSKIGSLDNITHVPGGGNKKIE
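In this qHTS, human K18 P301L tau is incubated with compound and heparin for 6 hr at 37 C, and Thioflavin T fluorescence then reports fibril load.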
L3MBTL1 block: blocks human L3MBTL1; Potency, µM (titrated, usually from 57.1 µM), for inactives: at the top dose activity, negative = inhibition, actives largely listed as inhibitors; AlphaScreen L3MBTL1–H3K9me1 peptide binding; Q9Y468; 230,000 tested, 0.66% active; further: nearly all actives have a fitted effect of over 60% in size
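First, the protein-peptide complex forms for 30 min at room temperature (L3MBTL1 50 nM, biotinylated H3K9me1 peptide 75 nM). Next, compounds are pin-transferred and incubated 30 min. Finally, AlphaScreen beads are added and read after 30 min.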
Tau fibril FP: blocks human tau fibril formation measured by polarization; P10636; K18 P301L tau heparin fibrillization, Alexa594 FP, 6 h; Potency, µM (top dose mostly 57.7 µM), inactives show at the top dose activity, negative = inhibition, actives largely listed as inhibitors; 280,000 tested, 0.39% active; AID 1468; further: nearly all actives have a fitted effect of over 55% in size
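FP of Alexa 594-tau after heparin (20 uM) induction. Substrate: human K18 P301L, 15 uM unlabeled, 0.24 uM labeled. Buffer 100 mM sodium acetate pH 7. 6 hr, 37 C.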
TexasRed fluor: Texas Red fluorescence interference in TRb-SRC2 counter-screen; TRb/SRC2 Texas Red total fluorescence interference; Potency, µM (doses to about 106 µM), inactives show top-dose fluorescence change, negative = quenching; 280,000 tested, 0.29% active; active means well fitted curve in either direction with a large enough effect; inconclusive means small, poorly fitted or top-dose-only effect
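Human TRβ ligand-binding domain (0.6 uM) and Texas Red SRC2 peptide (20 nM) in Tris buffer with 1 uM T3 and 5% DMSO were incubated with pinned compound for 5 hr at ambient temperature. Total fluorescence was computed as S + 2P (555/632 nm).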
RGS12 GoLoco inh: blocks human Gai1 binding to RGS12 GoLoco peptide, red readout; 230,000 tested, 0.44% active; P63096; Gai1:RGS12 GoLoco peptide FP, rhodamine, 10 min; Potency, µM (top dose mostly 61.6 µM), without a hit: at the top dose activity, negative = inhibition, usual class: inhibitors; AID 880; active means well fitted inhibition curve with a large enough effect, not every such curve was filed as active; inactive means no such curve, though single readings can be large or run the other way; further: nearly all actives have a fitted effect of over 30% in size; many of its hits are not listed in these tables
An asterisk follows results filed as active; i = inactive; ? = inconclusive; nt = not tested or not shown; & = joins results of further samples. Unless noted, the call rests on the fitted dose curve; in most records, active means well fitted curve in the direction sought with a large enough effect; inconclusive means small, poorly fitted or top-dose-only effect, or another doubt; inactive means no such curve, though single readings can be large; an effect the other way counts as inactive or inconclusive. Unless noted, on the % scale 0 is the no-effect control and ±100 the full control effect; potency means the concentration at half of the fitted maximal effect.

SMILES | JMJD2E inh | TRb-SRC2 inh | RECQ1 inh | Tau ThT inhib | L3MBTL1 block | Tau fibril FP | TexasRed fluor | RGS12 GoLoco inh
Cc1ncc([N+](=O)[O-])n1CCOC(=O)NC(NCc1cccnc1)C(Cl)(Cl)Cl (stereo unspecified) | -22.2% | -0.8% | -11.7% | -1.0% | 13.7% | -3.9% | -3.4% | 5.4%
CCOCCCNC(=S)N1CCN(CC)CC1 | ? | 4.8% | i | -7.0% | 1.5% | -0.9% | -1.6% | 5.7%
O=C(Oc1c(-c2ccccc2)c(=O)n2c3c(cccc13)CC2)c1ccco1 | -22.2% | 5.1% | -12.2% | ? | 2.2% | -6.3% | 0.8% | 4.9%
CN(C)c1ccc(-c2nc(N3CCNCC3)c3ccccc3n2)cc1 | ? | 3.8% | -20.9% | 14.1µM* | nt | 1.1% | -10.3% | -5.6%
C=COCCNC(=S)Nc1cccc(Cl)c1 | 1.8% | 6.3% | i | -3.1% | 5.6% | -1.7% | -4.9% | 8.5%
Cc1ccc(S(=O)(=O)NCCCN2CCOCC2)c(C)c1 | -5.2% | -3.3% | -4.5% | -5.1% | 2.7% | 0.5% | 0.0% | nt
Cc1cc(C(=O)CSc2nnc(N)s2)c(C)n1-c1c(C)n(C)n(-c2ccccc2)c1=O | 3.9% | 3.6% | -7.5% | -16.5% | nt | 2.7% | -5.0% | 6.7%
CCc1cc(C(=O)Nc2cc(S(=O)(=O)N(C)C)ccc2C)sc1C | 13.0% | 8.9% | i | 0.5% | 7.0% | -5.2% | -0.9% | 6.1%
COC(=O)CCC(C)C1CCC2C3CC[C@H]4CC(O)CC[C@@]4(C)C3CC(O)[C@]12C (stereo partly specified) | 7.1% | 0.7% | -15.1% | ? | nt | 9.8% | -2.3% | 0.0%
COc1ccccc1Nc1cc(C(=O)NCCCN(C)C2CCCCC2)c2ccccc2n1 | nt | -4.4% | nt | -16.3% | nt | 12.0% | -1.2% | nt
Cc1ccc(C2=NNC3(CCOC(C)(C)C3)S2)cc1 (stereo unspecified) | ? | -2.3% | 0.2% | ? | -3.8% | 9.6% | -0.4% | -10.4%
Cc1cc(N2CCCC2)c(F)cc1/C=C\[N+](=O)[O-] | -0.4% | -3.2% | 23.4% | -7.1% | ? | -0.6% | -0.4% | -53.4%

Single values from the entries so far:
TRb-SRC2 inh, COC(=O)CCC(C)C1CCC2C3CC[C@H]4CC(O)CC[C@@]4(C)C3CC(O)[C@]12C (stereo partly specified) reads 0.7%
Tau ThT inhib, Cc1ncc([N+](=O)[O-])n1CCOC(=O)NC(NCc1cccnc1)C(Cl)(Cl)Cl (stereo unspecified) reads -1.0%
L3MBTL1 block, C=COCCNC(=S)Nc1cccc(Cl)c1 reads 5.6%
Tau ThT inhib, CCc1cc(C(=O)Nc2cc(S(=O)(=O)N(C)C)ccc2C)sc1C reads 0.5%

4 entries drawn at random from those above, as already listed:
SMILES | JMJD2E inh | TRb-SRC2 inh | RECQ1 inh | Tau ThT inhib | L3MBTL1 block | Tau fibril FP | TexasRed fluor | RGS12 GoLoco inh
CN(C)c1ccc(-c2nc(N3CCNCC3)c3ccccc3n2)cc1 | ? | 3.8% | -20.9% | 14.1µM* | nt | 1.1% | -10.3% | -5.6%
Cc1ccc(C2=NNC3(CCOC(C)(C)C3)S2)cc1 (stereo unspecified) | ? | -2.3% | 0.2% | ? | -3.8% | 9.6% | -0.4% | -10.4%
Cc1cc(N2CCCC2)c(F)cc1/C=C\[N+](=O)[O-] | -0.4% | -3.2% | 23.4% | -7.1% | ? | -0.6% | -0.4% | -53.4%
CCOCCCNC(=S)N1CCN(CC)CC1 | ? | 4.8% | i | -7.0% | 1.5% | -0.9% | -1.6% | 5.7%

Continuation:
SMILES | JMJD2E inh | TRb-SRC2 inh | RECQ1 inh | Tau ThT inhib | L3MBTL1 block | Tau fibril FP | TexasRed fluor | RGS12 GoLoco inh
O=C(CCS(=O)(=O)c1ccc(Br)cc1)N1CCN(c2ccc(Cl)cc2)CC1 | 4.3% | 3.2% | ? | -8.6% | -2.9% | 0.1% | -1.5% | -4.8%
Oc1ccc(C2=NNC(=NCc3ccc4c(c3)OCO4)SC2)c(O)c1 | ? | -0.9% | -10.3% | ? | -3.6% | 6.3% | -28.2% | -0.9%
COc1cccc(NS(=O)(=O)c2ccc3[nH]cc(C(=O)NCCC(C)C)c(=O)c3c2)c1 | -1.3% | -13.8% | -11.7% | 2.1% | -4.6% | ? | -0.6% | 13.7%
Cn1c(C(=O)Nc2ccc(OC(F)(F)F)cc2)cc2c(=O)n3ccccc3nc21 | nt | -1.7% | nt | -3.5% | nt | -3.3% | ? | nt
CC(=O)[C@H]1CC[C@H]2C3CC=C4C[C@@H](O)CC[C@]4(C)C3CC[C@]12C (stereo partly specified) | nt | -4.4%&-5.8% | 5.0% | -8.9% | nt | 7.4% | -0.6%&-0.5% | 2.8%&8.7%
Cc1cccc(N2CCN(C(=S)c3ccccc3)CC2)c1 | -7.4% | -0.1% | 11.7% | ? | -11.5% | 6.8% | -2.1% | 9.0%
O=C(c1cc2ccccc2c(=O)o1)N1CCCCCC1 | 0.2% | 4.6% | i | -9.8% | -11.4% | 0.4% | -4.6% | 7.7%
O=c1c2cc(NC(=S)NC3CCCCC3)ccc2nc2n1CCCCC2 | ? | -2.6% | -2.9% | -3.1% | -6.7% | -3.5% | -0.6% | 5.9%
CCOC(=O)CSc1nc(-c2ccc(C)cc2C)cc(-c2ccccc2)c1C#N | nt | -5.5% | nt | -6.6% | nt | -12.4% | ? | nt
O=C(NC(=S)Nc1ccc(S(=O)(=O)Nc2ccccc2)cc1)C1CC1 | -20.5% | 4.7% | 5.0% | 0.2% | -7.4% | -11.1% | -1.0% | 10.3%
CC(NC(=O)Cn1ncc(Cl)c(Cl)c1=O)C12CC3CC(CC(C3)C1)C2 (stereo unspecified) | -1.6% | ? | 7.9% | -23.9% | -1.5% | -0.6% | 0.7% | -6.0%

This is a subset; count on the stated rates, not on these rows.
